TDP1 block = qHTS Assay for Inhibitors of Tyrosyl-DNA Phosphodiesterase (TDP1); Tyrosyl-DNA phosphodiesterase 1 (Homo sapiens), Q9NUW8; recombinant TDP1, AlphaScreen DNA substrate cleavage; Potency, µM (titrated, usually from 130 µM), inactives show at the highest dose activity change, negative = inhibition, usual class: inhibitors; hit rate 0.28% among 350,000; further: nearly all actives have a fitted effect of over 40% in size
Target sequence (Q9NUW8 whole entry, looked up): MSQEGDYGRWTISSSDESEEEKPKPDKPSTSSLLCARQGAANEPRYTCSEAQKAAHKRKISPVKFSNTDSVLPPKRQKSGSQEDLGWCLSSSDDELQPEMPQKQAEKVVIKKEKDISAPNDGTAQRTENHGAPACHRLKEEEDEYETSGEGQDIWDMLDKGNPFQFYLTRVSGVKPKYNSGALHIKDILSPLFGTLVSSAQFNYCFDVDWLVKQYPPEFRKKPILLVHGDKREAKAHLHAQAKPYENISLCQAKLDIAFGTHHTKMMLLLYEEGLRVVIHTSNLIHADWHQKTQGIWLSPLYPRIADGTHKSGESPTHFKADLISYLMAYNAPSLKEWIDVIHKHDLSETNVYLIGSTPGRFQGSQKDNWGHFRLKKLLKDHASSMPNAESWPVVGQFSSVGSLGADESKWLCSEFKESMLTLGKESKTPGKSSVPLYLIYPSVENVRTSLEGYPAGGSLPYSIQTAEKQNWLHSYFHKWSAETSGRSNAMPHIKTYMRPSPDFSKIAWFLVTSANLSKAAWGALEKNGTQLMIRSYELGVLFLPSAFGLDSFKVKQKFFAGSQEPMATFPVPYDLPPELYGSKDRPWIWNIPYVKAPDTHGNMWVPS
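Tdp1 1 nM final; 15 min RT w/ cpd; substrate 15 nM, 5 min; beads 10 ug/ml, 10 min; AlphaScreen read. Neg ctrl: no enzyme.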
KAT2A inh = qHTS Assay for Inhibitors of GCN5L2; GCN5L2 HAT assay, ThioGlo1 CoA-SH fluorescence; hit rate 0.21% among 390,000; Potency, µM (series often up to 58.9 µM), for inactives: at the highest dose activity change, negative = inhibition, actives largely listed as inhibitors; Histone acetyltransferase KAT2A (Homo sapiens), Q92830
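Titration-based screen in which CoA formation is detected via maleimide probe ThioGlo1 (50uM) turning fluorescent on thiol reaction; substrates H3(1-25) 75uM and acetyl-CoA 70uM, GCN5L2 20nM, 20 min incubation at room temperature.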
TDP1 cell noCPT = qHTS for Inhibitors of human tyrosyl-DNA phosphodiesterase 1 (TDP1): qHTS in cells in absence of CPT. hit rate 15% among 420,000. Potency, µM (highest dose often 46.2 µM), for inactives: at the top dose activity change, negative = growth inhibition, usual class: inhibitors. DT40 Tdp1-/- hTDP1 cells, no CPT, ATP luminescence, 48 h; further: nearly all actives have a fitted effect of over 55% in size
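Compound effects on proliferation are scored in DT40 Tdp1-/-;hTDP1 cells in the absence of CPT. ATP levels (CellTiter-Glo luminescence) are recorded after a ≥48 hr, 37 °C incubation.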
* marks the source's active call; other numbers are inactive results; u = inconclusive; x = no result given; [ ] = remark or other dose. The call rests on the fitted dose curve; in most records, active means well fitted curve in the direction sought with a large enough effect; inconclusive means small, poorly fitted or top-dose-only effect, or another doubt; inactive means no such curve, though single readings can be large; an effect the other way counts as inactive or inconclusive. On the % scale 0 is the no-effect control and ±100 the full control effect; potency means the concentration at half of the fitted maximal effect. Not all compounds are listed; count on the stated rates, not on these rows.

SMILES	TDP1 block	KAT2A inh	TDP1 cell noCPT
Cc1ccc2nc(SCC(=O)N3CCC(C)CC3)nc(=O)n2c1	-9%	-16%	-15%
O=C(OCC(=O)N1CCN(C(=O)c2ccco2)CC1)c1ccccc1Cc1ccccc1	6%	-3%	u
Cc1ccc2c(c1)C(c1ccccc1)N(C(=O)CC(C)C)CC(=O)N2 (centres undefined)	x	-15%	-17%
COc1ccc(-c2cn3c(n2)sc2cc(C(=O)Nc4cc(Cl)ccc4C)ccc23)cc1	3%	-19%	2.9µM*
CCOC(=O)C(C)(C)n1nnc(-c2ccc([N+](=O)[O-])cc2)n1	-3%	3%	-21%
CCOc1cc(NC(=S)Nc2cccc(OC)c2)c(OCC)cc1NC(=O)C1CC1	4%	2%	-29%
COc1ccc(N2CCN(C(=O)COC(=O)c3cccc(S(=O)(=O)Nc4cccc(C)c4)c3)CC2)cc1	6%[0.505 µM]	-2%	u
O=C(NCC1CCCO1)c1cc(-c2ccncc2)nc2ccccc12 (centres undefined)	6%	-7%	u
COc1cc(-c2nnc(Cn3cc(C(F)(F)F)ccc3=O)o2)cc(OC)c1OC	8%	-8%	u
CC(=O)c1c(C)[nH]c(C(=O)OCc2ccc(F)cc2Cl)c1C	9%	-11%	13µM*
O=C(CSCc1nc2ccccc2[nH]1)Nc1ccc2ccccc2c1	3%	-4%	-18%
Cc1cccc(N(C(=O)c2snc(C(N)=O)c2N)C(C)C(=O)NCC2CCCO2)c1 (centres undefined)	4%	0%	-22%
O=C(CN1CCN(Cc2ccccc2)CC1)N/N=C/c1cccs1	6%	-4%	-17%
CCOc1ccc(-n2ccnc(SCC(=O)NCc3cccc(OC)c3)c2=O)cc1	-19%	-2%	23µM*
Cc1ccc(C)c(S(=O)(=O)N2CCCC2CNC(=O)C(=O)NCC2CCCO2)c1 (centres undefined)	x	4%	-21%
CC(C)(CO)CNC(=O)c1ccc(OC2CCN(C(=O)C3CC3)CC2)cc1	x	-4%	-17%
COC(=O)C(NC(=O)C(NC(=O)c1ccccc1)C(C)C)C(C)C (centres undefined)	8%	-10%	-29%
Cc1nc2sccn2c1-c1nc(-c2cc3ccccc3o2)cs1	-9%	-5%	u
Cc1ccc(Nc2nc(N)nc(CN3CCN(C)CC3)n2)cc1	3%	-2%	-1%
Nc1nc(-c2ccc(Br)s2)c(Br)s1	10%	-13%	-3%
N#CCc1nc(CSc2nc3ccccc3o2)cs1	2%	-3%	-12%
CCC(CC)NC(=O)COC(=O)CCC(=O)c1ccc(Cl)cc1	3%	-5%	-8%
CCCC(=O)NC(C)c1nc2ccccc2[nH]1 (centres undefined)	0%	1%	0%
COc1ccc(NC(=O)COC(=O)Cc2ccccc2[N+](=O)[O-])cc1OC	9%	2%	26µM*
O=S(=O)(/C=C/c1cccc(Br)c1)N1CCOCC1	0%	-2%	21%
COc1ccc(CCNc2nncc(=O)[nH]2)cc1OC	-3%	1%	4%
O=C(CSc1nnnn1-c1ccccc1)NCc1ccco1	2%	-3%	-5%
O=c1[nH]c(=O)c2cc([N+](=O)[O-])cc([N+](=O)[O-])c2[nH]1	-8%	-4%	u
O=C(CN1C(=O)NC2(CCCCCCC2)C1=O)NCc1ccc(F)cc1	-1%	-7%	-1%
COc1ccccc1C1CCN(C(=O)c2ccccc2)CC1	x	0%	u
COc1ccc(-c2nc3cc(C)ccn3c2NC(=O)c2ccc(F)cc2)cc1	6%	-11%	u
CC12CCC(=O)N1C(C(=O)Nc1cc(Cl)ccc1N1CCCC1)CS2 (centres undefined)	6%	-5%	u
Cc1ccc(SC(C)c2nc(-c3cccnc3)no2)cc1 (centres undefined)	3%	-5%	-6%
O=C(c1c(Cl)nc2sccn12)N1CCN(c2cccc(Cl)c2)CC1	4%	-10%	2.3µM*
COc1ccc(C2C(C(C)=O)=C(C)Nc3ncnn32)c(OC)c1OC (centres undefined)	x	-6%	8%
NC(=O)c1nsc(C(=O)N(c2cccc(F)c2)C(C(=O)NC2CCCC2)c2ccco2)c1N (centres undefined)	-4%	-13%	u
C=CC[C@H](CC(=O)NCCO)C(=O)NCCOC(=O)[C@@H](CC=C)CC(=O)OC(C)(C)C	2%	1%	2%
CC1C/C(=N\NC(=O)CCc2ccc(S(=O)(=O)N3CCOCC3)cc2)CC(C)(C)C1 (centres undefined)	3%	-5%	-20%
COc1ccccc1NC(=O)c1ccc(CSc2ncccn2)cc1	0%	-8%	x
Cc1ccc(CNC(C)c2ccccc2)cc1 (centres undefined)	3%	1%	u

An excerpt from above, reduced to KAT2A inh and TDP1 block:
Molecule	KAT2A inh	TDP1 block
COc1ccc(NC(=O)COC(=O)Cc2ccccc2[N+](=O)[O-])cc1OC	2%	9%
O=S(=O)(/C=C/c1cccc(Br)c1)N1CCOCC1	-2%	0%
COc1ccc(CCNc2nncc(=O)[nH]2)cc1OC	1%	-3%
O=C(CSc1nnnn1-c1ccccc1)NCc1ccco1	-3%	2%

Returning to the listing with the 6 entries that preceded the break.
SMILES	TDP1 block	KAT2A inh	TDP1 cell noCPT
COc1ccc(C2C(C(C)=O)=C(C)Nc3ncnn32)c(OC)c1OC (centres undefined)	x	-6%	8%
NC(=O)c1nsc(C(=O)N(c2cccc(F)c2)C(C(=O)NC2CCCC2)c2ccco2)c1N (centres undefined)	-4%	-13%	u
C=CC[C@H](CC(=O)NCCO)C(=O)NCCOC(=O)[C@@H](CC=C)CC(=O)OC(C)(C)C	2%	1%	2%
CC1C/C(=N\NC(=O)CCc2ccc(S(=O)(=O)N3CCOCC3)cc2)CC(C)(C)C1 (centres undefined)	3%	-5%	-20%
COc1ccccc1NC(=O)c1ccc(CSc2ncccn2)cc1	0%	-8%	x
Cc1ccc(CNC(C)c2ccccc2)cc1 (centres undefined)	3%	1%	u
CC(Sc1nnc(-c2ccncc2)n1-c1ccc(F)cc1)C(=O)NC1CC1 (centres undefined)	3%	-3%	8%
Cn1c(Cc2cccs2)nnc1SCC(=O)Nc1ccc(C(N)=O)cc1	0%	0%	2%
O=C(CN(c1cccc([N+](=O)[O-])c1)S(=O)(=O)c1ccccc1)N1CCCCC1	1%[0.0935 µM]	-2%	10%
COc1ccc(OC)c(CCNC(=O)c2cnn(-c3ccc(C)cc3C)c2C2CCN(C(=O)OC(C)(C)C)CC2)c1	5%	-6%	15µM*
Cc1ccc(-c2c(C(=O)O)c(C(=O)O)c3n2CCC3)cc1	5%	-4%	-21%
O=C(CSc1nnc2ccccn12)Nc1ccc2c(c1)OCO2	4%	-7%	-2%
Cc1ccccc1OCCCCN1CCCCC1	x	-4%	u
CC(=O)c1cccc(NC(=O)c2ccccc2N(Cc2ccccc2)S(C)(=O)=O)c1	2%	2%	-18%
O=C(c1ccccc1)N1CCN(Cc2ccccc2C(F)(F)F)CC1	-7%	-2%	-26%
Cc1ccc(OCCCCN2CCCCC2)c(C)c1	x	-11%	2%
C/C(=N\NC(=O)C1CC1)c1ccc(OC(F)F)cc1OC(F)F	x	-3%	u
COc1ccc(C2C(C(=O)Nc3ccc(OC)c(OC)c3)c3ccccc3C(=O)N2C)cc1 (centres undefined)	5%	-11%	-28%
Cc1ccc(-n2ncc3c(Nc4ccc(Oc5ccccc5)cc4)ncnc32)c(C)c1	0%	-6%	23µM*
C/C(N)=C(/C#N)C(=O)COC(=O)CCSc1ccccc1Cl	6%	0%	u
O=C(Nc1ccc2c(c1)OCO2)Nc1ccc(Br)cn1	8%	1%	-19%
O=C(NCCS(=O)(=O)N1CCN(c2ccccc2)CC1)C1CC1	x	-5%	-8%
CC(C)(C)n1ncc2c(=O)n(CC(=O)N3CCN(c4ccccc4)CC3)cnc21	-6%	-3%	-29%
CC(=O)Nc1ccc(NC(=O)c2cc(-c3ccc(C)c(C)c3O)n[nH]2)cc1	x	-20%	-20%
CC(C)CCOc1ccc(NC(=O)C2OC3OC(C)(C)OC3C3OC(C)(C)OC23)cc1 (centres undefined)	-1%	-3%	u
CCn1c(C(=O)NCCCc2ccccc2)cc2sccc21	3%	-7%	u
CCn1c(=O)n(CC)c2cc(N3CCCCC3)c(NC(=O)Nc3ccccc3C(F)(F)F)cc21	8%	-17%	10µM*
CCCCn1c(SCC(=O)N2CCCC2)nnc1-c1ccccc1	1%	4%	-20%
N#Cc1c2c(c(NCc3cccnc3)n3c1nc1ccccc13)CCC2	2%	-6%	-8%
Cc1ccc(S(=O)(=O)N(C)C)cc1NC(=O)COC(=O)C1CCCC1	-1%	-4%	-21%
COc1ccccc1CCC(=O)OCC(=O)Nc1ccc(S(N)(=O)=O)cc1	-2%	1%	-9%
O=C(NNc1cc(N2CCOCC2)nc(N2CCOCC2)n1)c1ccc([N+](=O)[O-])cc1	0%	9%	-27%
OCCC1CN(Cc2cccnc2)CCN1CCc1ccccc1 (centres undefined)	-5%	10%	-12%
Cc1ccc(NC(=O)C2CCCCC2)c(O)c1	-3%	-19%	x
COc1ccc(CN2C(=O)C(CC(C)C)Nc3ncnc(N4CCN(c5ccccn5)CC4)c32)cc1 (centres undefined)	5%	-3%	u
Cc1ccccc1NC(=S)N(CCCN1CCC(C)CC1)Cc1ccco1	4%	3%	u
CCOC(=O)c1c(NC(=O)/C=C/c2ccc(C(C)C)cc2)sc2c1CCC2	-7%[12.3 µM]	-13%	6%
NS(=O)(=O)c1ccc(Cc2ncc(C(F)(F)F)cc2Cl)s1	5%	7%	u
O=C(NCCCCc1ccccc1)c1ccccc1	-3%	-5%	u
CC(C)C(=O)NC(NC(=O)C(C)C)c1ccc([N+](=O)[O-])cc1	3%	-3%	-3%
c1ccc2c(c1)sc1nnnn12	-1%	1%	2%
COc1ccc(-c2nn(-c3ccccc3)cc2/C=N/Nc2ccc(Cl)c(C(=O)O)c2)cc1OC	x	-2%	12%
COc1cc(OC)c(NS(=O)(=O)c2ccc3c(c2)NC(=O)CCS3)cc1Cl	3%	31%[activator]	x
CC(C)(O)/C=C1/Oc2ccccc2C1N1CCCCC1 (centres undefined)	-3%	-1%	4%
Nc1nc(CSc2ccc(Cl)cc2)nc(N2CCCCC2)n1	3%	-7%	-19%
CC1CCc2c(cc(-c3ccccc3)n2-c2ccc(C(=O)NC(C)C)cc2)C1 (centres undefined)	4%	-9%	21µM*
O=C1C(c2ccccc2)C(c2ccccc2)NC(c2ccccc2)C1c1ccccc1 (centres undefined)	-3%	-13%	23µM*
COc1ccccc1NC(=O)Nc1ccccc1Br	0%	-3%	u
COc1ccc(CNc2ncnc3ccc(-c4ccccc4OC)cc23)c(OC)c1	x	-20%	u
NS(=O)(=O)c1ccc(NC(=S)NC(=O)C2CCCC2)cc1	5%	-1%	12%
COc1cccc(SCc2noc(C(=O)NC(C)C)c2C(=O)O)c1	4%	-15%	3%
C=CCN(C(=O)CNC(=O)c1ccco1)C(C(=O)NC1CCCCC1)c1ccccc1 (centres undefined)	2%	2%	-14%
Cc1ccc(NC(=O)c2cccs2)cc1S(=O)(=O)N(C)C	6%	0%	u
CC(C1CCN(Cc2cn(C)nc2-c2cccc(Cl)c2)CC1)N1CCOCC1 (centres undefined)	0%	-2%	u
Cc1ccc(-c2c3c(=O)n(C)c(=O)n(C)c3cn2-c2cc(C)ccc2O)cc1	-4%	-1%	u
Cc1cc(C)c(NC(=O)COC(=O)c2nc3nccc(C)n3n2)c(Cl)c1	-3%	4%	4%
OC(COc1ccc2ccccc2c1)Cn1ccnc1 (centres undefined)	10%	-15%	-21%
COc1ccc(CNC(=O)C2CCC(=O)N(CCCN3CCCC3=O)C2)cc1 (centres undefined)	2%	-15%	-5%
CCOc1ccc(N2CC(NS(=O)(=O)c3cccs3)CC2=O)cc1 (centres undefined)	x	0%	-20%
COc1ccc(N(CC(=O)Nc2cccc([N+](=O)[O-])c2C)S(C)(=O)=O)cc1OC	2%	-3%	-17%
Cc1cc(C(=O)OCC(=O)NCCN2C(=O)CSC2=O)ccc1[N+](=O)[O-]	-1%	-5%	5%
CCC(C)N(C(=O)COC(=O)COc1c(C)cc(C)cc1C)C1CCS(=O)(=O)C1 (centres undefined)	x	-4%	17%
Cc1cc(C)cc(NC(=O)c2c(C)nc3ccccn23)c1	2%	-5%	-30%
CC(=O)c1ccc(N(CC(=O)NC2CCCC2)C(=O)c2csnn2)cc1	12%[0.0935 µM]	1%	0%
COC(=O)c1ccc(-c2ccc(/C=N/NC(=O)Cc3nnc(N)s3)o2)cc1	x	-19%	u

High-throughput results as filed in PubChem BioAssay.
